# Screening results: PubChem, National Center for Advancing Translational Sciences (NCATS)
# POLH inh = qHTS for Inhibitors of Polymerase Eta; recombinant Pol eta, fluorescent DNA replication assay; Potency, µM (doses to about 114 µM), for inactives: top-dose activity change, negative = inhibition, most hits filed as inhibitors; 390,000 tested, 1.2% active; DNA polymerase eta (Homo sapiens), Q9Y253; AID 588591, 2011; further: potency means the concentration at half of the fitted maximal effect; on the % scale 0 is the no-effect control and ±100 the full control effect
#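 Fluorescent replication assay: 50 nM final substrate added after a 15 min room-temperature compound preincubation with 10 nM enzyme. Signal taken at 0 min and again at 10 min.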
# ALOX12 inh = Primary qHTS assay for inhibitors of human arachidonate 12S-lipoxygenase (ALOX12): Round 2; Potency, µM (top dose mostly 108 µM), inactives show at the highest dose activity change, negative = inhibition, most hits filed as inhibitors; Polyunsaturated fatty acid lipoxygenase ALOX12 (Homo sapiens), P18054; 580,000 tested, 1.1% active; AID 1671190, 2021; purified 12hLO, xylenol orange hydroperoxide absorbance; further: potency means the concentration at half of the fitted maximal effect; on the % scale 0 is the no-effect control and ±100 the full control effect
# Target sequence (P18054 whole entry, looked up): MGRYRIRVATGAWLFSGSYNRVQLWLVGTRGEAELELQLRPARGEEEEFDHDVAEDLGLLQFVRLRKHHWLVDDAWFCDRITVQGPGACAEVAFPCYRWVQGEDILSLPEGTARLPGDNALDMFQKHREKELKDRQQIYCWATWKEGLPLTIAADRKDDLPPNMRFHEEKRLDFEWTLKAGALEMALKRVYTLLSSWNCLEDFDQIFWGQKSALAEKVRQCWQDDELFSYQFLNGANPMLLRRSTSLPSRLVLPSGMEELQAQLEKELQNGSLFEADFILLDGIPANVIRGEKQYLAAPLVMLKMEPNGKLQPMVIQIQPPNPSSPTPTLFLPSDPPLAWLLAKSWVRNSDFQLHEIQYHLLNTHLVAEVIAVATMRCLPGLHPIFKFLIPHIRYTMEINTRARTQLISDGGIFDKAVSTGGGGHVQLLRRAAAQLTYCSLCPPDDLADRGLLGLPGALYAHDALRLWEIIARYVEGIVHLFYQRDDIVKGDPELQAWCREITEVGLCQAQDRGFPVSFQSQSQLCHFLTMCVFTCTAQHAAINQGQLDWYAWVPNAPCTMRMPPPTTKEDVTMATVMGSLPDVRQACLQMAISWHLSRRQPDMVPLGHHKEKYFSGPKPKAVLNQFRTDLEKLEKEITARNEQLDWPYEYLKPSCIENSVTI
#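 Hydroperoxide product was detected by ferrous iron/xylenol orange as the 573 to 405 nm absorbance ratio. Arachidonic acid at 40 uM (final) was turned over for 30 min at room temperature by 150 nM human 12hLO, pH 7.0 Hepes buffer, after 15 min compound preincubation.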
# Anesthetic bind = qHTS Assay for Identification of Novel General Anesthetics. Ferritin light chain (Equus caballus), P02791. apoferritin/1-aminoanthracene competitive binding, fluorescence. Potency, µM (top dose mostly 77.5 µM), without a hit: at the highest dose activity change, negative = displacement, actives largely listed as inhibitors. 350,000 tested, 0.074% active. AID 485281, 2010; further: potency means the concentration at half of the fitted maximal effect; on the % scale 0 is the no-effect control and ±100 the full control effect; nearly all actives have a fitted effect of over 20% in size
# Target sequence (P02791 2-175 limits assumed): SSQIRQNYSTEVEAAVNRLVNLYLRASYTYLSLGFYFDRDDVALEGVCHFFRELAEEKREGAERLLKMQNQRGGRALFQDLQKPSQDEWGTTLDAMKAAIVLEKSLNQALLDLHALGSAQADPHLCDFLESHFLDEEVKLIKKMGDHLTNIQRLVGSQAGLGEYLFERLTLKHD
#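 Horse-spleen apoferritin (10 uM) was mixed with 50% saturated 1-aminoanthracene in PBS, exposed to compounds for 10 min at room temperature, and read for fluorescence (ex 380 nm, em 535 nm). Competitive displacement was fitted with a four-parameter Hill equation.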
# LDHA inh = qHTS assay for inhibitors of human lactate dehydrogenase; purified LDHA, NADH/diaphorase-resazurin fluorescence; hits give low values; activity change, % (values are at about 110 or 230 µM); 480,000 tested, 0.15% active; AID 1347041, 2019; in the data active means activity change below about -30%; inconclusive means mostly about -25% to -30%;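 further: plate controls were DMSO wells for no effect and wells without enzyme for full effect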
#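 Enzyme activity of human lactate dehydrogenase 5 (2 nM; 0.06 mM NADH, 0.2 mM pyruvate, 5 min, RT) is measured via a resazurin/diaphorase fluorescence readout of residual NADH.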
# POLB inh = qHTS Assay for Inhibitors of DNA Polymerase Beta. P06746. Pol beta primer extension/strand displacement, fluorescence kinetic. Potency, µM (top dose mostly 114 µM), for the others: at the top dose activity change, negative = inhibition, actives largely listed as inhibitors. 340,000 tested, 1.3% active; further: potency means the concentration at half of the fitted maximal effect; on the % scale 0 is the no-effect control and ±100 the full control effect
#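 Human Pol beta at 10 nM; strand-displacement substrate 50 nM final. Compound exposure 15 min at room temperature before start, reaction 10 min at room temperature.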
# ERG Ets-DNA blk = qHTS for Small Molecule Inhibitors of the ERG Ets/DNA interaction | Transcriptional regulator ERG (Homo sapiens), P11308 | Potency, µM (top dose mostly 76.9 µM), for the others: at the highest dose FP activity, negative = inhibition, most hits filed as inhibitors | 370,000 tested, 0.028% active | fluorescence polarization, His-ERG Ets domain / labelled DNA | AID 624246, 2012; active means well fitted inhibition curve with a large enough effect in the polarisation, with a control signal flat; inconclusive means small, poorly fitted or top-dose-only effect, or effect the other way, or a change in a side signal; inactive means no such curve, though single readings can be large or run the other way; the % refers to the polarisation;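 further: polarization taken with two DNA probes labelled with fluorescein and Texas red; potency means the concentration at half of the fitted maximal effect; % of control where 0% means no effect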
#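 His-tagged ERG Ets domain (1 uM in the protein solution; 300mM KCl, 50mM Tris-HCl, 1mM EDTA, 1mM DTT, pH 7.5) received compound, then a probe mix of 5 nM fluorescein-DNA and 100nM Texas-615-DNA. Fluorescence polarization was read for both dyes.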
# APE1 inh = qHTS Assay for Inhibitors of the Human Apurinic/apyrimidinic Endonuclease 1 (APE1); DNA repair nuclease/redox regulator APEX1 (Homo sapiens), P27695; recombinant APE1, TAMRA/BHQ-2 abasic DNA cleavage fluorescence; Potency, µM (doses to about 65.8 µM), for inactives: at the highest dose activity change, negative = inhibition, hits mostly inhibitors; 350,000 tested, 0.35% active;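 further: potency means the concentration at half of the fitted maximal effect; plate controls were vehicle for no effect and reference inhibitor for full effect; nearly all actives have a fitted effect of over 55% in size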
#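 0.75 nM APE1 + cpd, 15 min RT; start w/ 50 nM TAMRA/BHQ-2 THF-abasic dsDNA; kinetic fluor 525/598 nm ×3 reads @60 s; Δ(read3−read1); normalized to DMSO and NSC13755 control wells.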
# RGS4 inhibitor = Inhibitors of Regulator of G Protein Signaling (RGS) 4: qHTS; Regulator of G-protein signaling 4 (Homo sapiens), P49798; Transcreener GDP fluorescence polarization, RGS4-accelerated GTP hydrolysis; Potency, µM (series often up to 114 µM), without a hit: at the top dose activity change, negative = inhibition, actives largely listed as inhibitors; 390,000 tested, 0.039% active; further: potency means the concentration at half of the fitted maximal effect; on the % scale 0 is the no-effect control and ±100 the full control effect; nearly all actives have a fitted effect of over 75% in size; some results filed as inactive show a strong effect at the top dose
# Target sequence (P49798 whole entry, looked up): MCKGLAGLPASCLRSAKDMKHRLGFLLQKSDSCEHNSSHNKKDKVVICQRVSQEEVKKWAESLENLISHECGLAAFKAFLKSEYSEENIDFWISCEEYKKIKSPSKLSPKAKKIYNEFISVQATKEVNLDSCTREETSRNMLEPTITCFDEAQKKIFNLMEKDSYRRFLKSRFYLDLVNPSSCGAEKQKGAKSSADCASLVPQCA
#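 MLSMR compounds (23 nl, pin-transferred) preincubated 10 min at room temperature with a 500nM (2x) first reagent, then RGS4 at 900nM (2x) plus Transcreener GDP mix added; fluorescence polarization (620/688 nm) read before and after 90 min at 30 °C.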
# POLK inh = qHTS for Inhibitors of Polymerase Kappa; Potency, µM (titrated, usually from 107 µM), for the others: at the top dose activity, negative = inhibition, usual class: inhibitors; DNA polymerase kappa (Homo sapiens), Q9UBT6; 400,000 tested, 0.53% active; purified Pol kappa, fluorescent DNA synthesis assay, 10 min; further: potency means the concentration at half of the fitted maximal effect; on the % scale 0 is the no-effect control and ±100 the full control effect
#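 Kinetic fluorescence screen: compound preincubated 15 min RT with 10 nM enzyme; 50 nM substrate (final) initiates; reads at 0/10 min.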
# * hit, by the source's call; ? = inconclusive; . = not tested or not shown; & = joins results of further samples; [ ] = remark or other dose. Unless noted, the call rests on the fitted dose curve; in most records, active means well fitted curve in the direction sought with a large enough effect; inconclusive means small, poorly fitted or top-dose-only effect, or another doubt; inactive means no such curve, though single readings can be large; an effect the other way counts as inactive or inconclusive. A portion of the library; count on the stated rates, not on these rows.
SMILES,POLH inh,ALOX12 inh,Anesthetic bind,LDHA inh,POLB inh,ERG Ets-DNA blk,APE1 inh,RGS4 inhibitor,POLK inh
Cc1cc(C(F)(F)F)nc(SCC(=O)NC2CCCCC2)n1,-4.3%,-29.3%,-11.5%,-7.3,95.2%,-9.5%,10.9%,30.0%,-4.6%
Cc1cc(-c2nnc(SCc3ccccn3)o2)no1,3.3%,4.1%,-7.2%,-3.1,11.1%,.,0.8%,0.3%,-5.4%
O=c1cc(N2CCc3ccccc32)[nH]c(=O)n1-c1ccc(Br)cc1,-4.4%,-39.0%,-5.5%,3.0,3.9%,-5.2%,0.4%,-15.2%,-27.3%
COc1cccc(OC)c1C(=O)OCC(=O)N1CCC(Cc2ccccc2)CC1,-14.6%,-4.0%,.,-3.0,.,6.0%,34.7%,-7.3%,3.1%
COc1cc(C)nc(OCCNS(=O)(=O)c2cc(C)ccc2C)n1,-2.9%,48.4%[activator],-2.5%,-3.5,35.1%,-4.9%,-4.8%,-3.6%,-4.0%
Cn1cc(/C=C(\NC(=O)c2ccccc2)C(=O)NCCN2CCOCC2)c2ccccc21,-8.2%,-13.3%,-12.0%,1.1,1.4%,-15.8%,5.0%,-0.5%,-9.5%
CCC(=O)Nc1ccc(C2C(=O)c3ccccc3C2=O)cc1,-9.0%,?,-13.0%,-6.8,-2.7%,10.6%,-8.9%,-57.1%[56.9 µM],2.0%
CCOC(=O)c1cccc(NC(=O)c2cc3cc4cc(OC)ccc4nc3s2)c1,?,-11.1%,-0.8%,-6.0,?,12.3%,.,-13.7%,-21.2%
O=C(c1cc2cc(Cl)ccc2[nH]1)N1CCN(c2ccccc2F)CC1,-15.2%,0.0%,-9.7%,-1.1,46.7%,-0.6%,6.4%,-6.4%,5.6%
CCN(CC)CCn1c2c(c(SCC(=O)NCc3ccccc3)nc1=O)CCCC2,-16.3%,1.0%,.,-5.9,.,-10.3%,12.5%,-4.1%,-9.8%
O=C(CN1CCN(C(=O)c2ccccc2)CC1)Nc1ccc(Br)cn1,-5.0%,0.0%,-3.3%,-8.4,?,-6.7%,-9.6%,-4.7%,-4.3%
NS(=O)(=O)c1ccc(NC(=O)COC(=O)CCC2CCCC2)cc1,-18.5%,10.3%,-15.6%,-2.6,-4.3%,15.4%,4.7%,-3.6%,-10.7%
O=C(Cn1ncc2c3ccccc3n(Cc3ccc(Cl)cc3)c2c1=O)N1CCCCCC1,-9.9%,?,5.4%,-8.5,-8.3%,1.6%,.,-4.3%,-11.7%
Cc1c(Cl)cccc1NC(=O)COC(=O)c1c2c(nc3ccccc13)CCN(Cc1ccccc1)C2,-15.8%,-12.0%,?,-0.4,-1.7%,11.3%,-2.1%,2.2%,-19.0%
CC1CC(=O)Nc2ccccc2N1C(=O)Nc1ccc(F)cc1 (centres undefined),-11.4%,247.2%[activator],1.9%,1.0,30.6%,-2.7%,?,-22.3%,3.0%
O=C(NCCCN1CCOCC1)C1(c2ccccc2)CCCC1,-8.4%,152.2%[activator],20.7%,-3.0,-13.3%,-2.5%,2.0%,-12.4%,-0.4%
CN(C1=NS(=O)(=O)c2ccccc21)c1ccc(OC(=O)c2ccccc2)cc1,-11.0%,5.4%,5.5%,-4.2,26.9%,-12.4%,3.0%,23.2%,-2.0%
CC(C)c1cc(C(C)C)c(S(=O)(=O)NNC(=O)c2ccncc2)c(C(C)C)c1,-14.0%,-15.5%,-2.3%,-0.2,-6.8%,6.4%,0.2%,?,-5.3%
Cc1ccc(-n2cc(-c3ccccc3)c3c(N4CCC(C)CC4)ncnc32)cc1Cl,-16.6%,-13.5%,-4.8%,1.2,8.6%,-3.6%,.,1.2%,-8.0%[60.1 µM]
Cc1nn(CC(=O)OCC(=O)NCCc2ccc(S(N)(=O)=O)cc2)c(C)c1[N+](=O)[O-],0.5%,177.3%[activator],.,-9.6,.,-3.1%,-8.4%,4.9%,-4.7%
CC(Sc1nnc(N)s1)C(=O)Nc1ccc2c(c1)OCO2 (centres undefined),-3.5%,1.7%,.,15.1,.,6.5%,6.6%,-7.3%,-20.4%
O=Cc1ccc(OCc2cn3ccccc3n2)cc1,-5.2%,2.3%,-6.4%,2.8,-8.9%,7.0%,-2.0%,-9.8%[56.9 µM],-1.4%
O=c1c2c(nc3nc(Cc4ccccc4)[nH]n13)CCC2,-11.2%,?,-7.6%,1.0,2.8%,4.6%,0.3%,-32.7%,-14.3%
Oc1csc(Cc2nc(-c3ccc(-c4ccccc4)cc3)cs2)n1,3.5%,?,-1.8%,-7.6,3.3%,-2.9%,-6.3%,-7.2%,-2.4%
CCOC(=O)N1CCN(C(=S)Nc2ccc(C)c(C)c2)CC1,-16.1%,-23.1%,-2.8%,-4.7,?,2.2%,-5.5%,-16.2%,-5.0%

# Next part.
SMILES,POLH inh,ALOX12 inh,Anesthetic bind,LDHA inh,POLB inh,ERG Ets-DNA blk,APE1 inh,RGS4 inhibitor,POLK inh
Cc1csc(NC(=O)Cc2ccc(Cl)cc2)n1,-0.8%,?,.,-6.3,.,-2.7%,.,3.8%,0.3%
CCc1ccccc1NC(=O)C1CCN(c2nn3c(=O)cc(C)nc3s2)CC1,0.7%,-2.6%,-3.3%,-9.5,2.4%,0.4%,.,21.1%,-16.4%
CC1CCCN(CCCNC(=O)c2cn(C)c3ccc(S(=O)(=O)N(C)C4CCCCC4)cc3c2=O)C1 (centres undefined),-21.7%&-7.6%,-2.1%&-28.2%,-11.8%&-10.0%,-1.7&-2.6,28.8%&24.4%,-12.9%&-1.2%,41.5%[activator],14.9%&11.5%,7.8%&-6.3%
CCCOC(=O)c1c(N)sc(C(=O)OCC)c1C,-19.8%,10.0%,6.5%,-2.6,1.9%,2.1%,-7.1%,-3.7%,-2.9%
CCOC(=O)CN1C(=O)N(CC(=O)OCC)C(c2ccccc2)(c2ccccc2)C1=O,-3.0%,22.1%,-11.0%,-0.1,23.5%,-3.6%,8.6%,-11.5%,-5.1%
COc1ccccc1NC(=S)NCc1ccc2c(c1)OCO2,-2.7%,-22.4%,2.9%,-9.7,12.1%,-7.7%,-0.8%,16.3%,3.8%
O=C(NC1CCCCCC1)c1ccc2c(=O)n3c(nc2c1)CCCCC3,-1.4%,0.0%,-12.6%,-1.4,2.0%,-0.5%,-1.9%,15.7%,3.3%
COCc1cc(C)n(CC(=O)Nc2ccc(Cl)cc2Cl)c(=O)c1C#N,-7.5%,-26.4%&0.0%,-13.5%,-4.7&0.4,8.3%,-5.0%,1.5%,-9.2%,6.8%
CC1(C)CC(=O)C(C=NCCN2CCN(C(=O)NC34CC5CC(CC(C5)C3)C4)CC2)=C(O)C1,-23.4%,27.6%,?,-11.9,-1.5%,-6.1%,-6.3%,0.5%,-0.9%
COc1ccccc1OCCn1c(NC(=O)c2ccccc2)nc2ccccc21,-17.7%,5.1%,-5.4%,-6.7,5.1%,-7.5%,.,8.7%,-3.8%[60.1 µM]
Fc1ccc(-c2noc3ncnc(NCC4CCN(Cc5ccc(Cl)cc5)CC4)c23)cc1,-6.8%,?,?,3.7,6.9%,-7.3%,.,-37.0%,5.2%
COc1ccc(CNC(=O)CCc2c(C)nc3c(c2C)c(=O)n(C)c(=O)n3C)cc1,-9.9%,-1.4%,7.4%,-0.9,-1.7%,?,.,20.7%,-12.6%
CCCNC(=S)N1CC2(C)CN(C(=O)C(=O)OC)CC(C)(C1)C2=O,-9.3%,-5.8%,3.3%,-6.1,-14.8%,-2.9%,19.0%,-2.8%,-3.4%
O=C(COC(=O)c1ccc(Cl)nc1)Nc1ccccc1OC(F)F,-12.7%,0.0%,-11.0%,-2.6,81.2%,-12.4%,?,-0.5%,2.8%
O=C(/C=C/c1ccccc1)N1CCN(CCN2C(=O)c3cccc4cccc(c34)C2=O)CC1,-0.7%,-16.9%,-10.2%,-2.5,-6.7%,4.7%,-0.7%,-11.2%,0.3%
Cc1cccn2c(=O)c(C=Nc3ccc(Cl)cc3)c(NCCO)nc12,-20.1%,-3.4%,3.6%,-2.4,-0.6%,-4.2%,2.0%,15.2%,-2.7%
COC(=O)c1ccc(C)c(NC(=O)c2ccc(Cl)c([N+](=O)[O-])c2)c1,-0.3%,-8.1%,-14.5%,-12.7,0.7%,2.5%,-1.4%,?,-20.0%
O=C(O)c1ccccc1NS(=O)(=O)c1ccc(NN=Cc2ccccc2F)c([N+](=O)[O-])c1,28.2µM*,?,.,-9.5,.,-9.8%,?,-7.7%,?
